Screening data deposited in PubChem by several laboratories.
CAL PDZ FP: blocks peptide binding to the human CAL PDZ domain | purified CAL PDZ, TMR-peptide fluorescence polarization, 1 h | Q9HD26 | inhibition, % at 24.9 µM | 300,000 compounds, 0.92% hits;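 active means mean inhibition of at least 30% with at least half of replicates also reaching 30%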;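 further: 0% = DMSO neutral control and 100% = excess unlabeled competitor peptide PRC23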
MOR-DOR inv ag: inverse agonist of human OPRM1-OPRD1 heterodimerization | P35372+P41143 | cell-based MOR-DOR heterodimer luminescence, inverse agonism | inhibition, % at 9.3 µM | 340,000 compounds, 0.21% hits | AID 504357; in the data active means inhibition above about 22%, passing the limit was not always enough;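 further: 0% = cells with DMSO and 100% = wells without cells with DMSO; values of inactives mirror those of a sister screen read the other way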
HTR5A ag: activates human HTR5A in OPRM1-OPRD1 agonist counter-screen; HTR5A agonist assay, luminescence, cell-based; activation, % at 9.3 µM; 340,000 compounds, 0.61% hits; in the data active means activation mostly above about 9.5%, no sharp cut-off; inactive means mostly below about 7.6%;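 further: 0% = cells with vehicle only and 100% = reference agonist; strong numbers were not always called active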
Target sequence (P47898 whole entry, looked up): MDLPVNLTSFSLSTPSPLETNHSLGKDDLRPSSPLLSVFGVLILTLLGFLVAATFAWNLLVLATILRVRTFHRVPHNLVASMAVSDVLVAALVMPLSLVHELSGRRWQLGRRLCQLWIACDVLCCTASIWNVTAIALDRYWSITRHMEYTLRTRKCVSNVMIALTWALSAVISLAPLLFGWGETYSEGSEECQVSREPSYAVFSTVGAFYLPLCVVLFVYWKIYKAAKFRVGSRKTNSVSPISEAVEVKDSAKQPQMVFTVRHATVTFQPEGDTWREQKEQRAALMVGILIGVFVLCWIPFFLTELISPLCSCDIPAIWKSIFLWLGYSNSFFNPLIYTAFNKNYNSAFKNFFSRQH
HTR5A inv ag: counter-screen for OPRM1-OPRD1 inverse agonists: human HTR5A inverse agonism; P47898; HTR5A cell line, luminescence; inhibition, % at 9.3 µM; 340,000 compounds, 0.083% hits; AID 504634; in the data active means inhibition mostly above about 23%, no sharp cut-off; inactive means mostly below about 18%;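 further: 0% = cells with DMSO and 100% = no-cell wells with DMSO; some compounds called inactive have numbers as strong as hits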
MOR-DOR ag: OPRM1-OPRD1 heterodimerization agonism | activation, % at 9.3 µM | P35372+P41143 | cells, luminescence | 340,000 compounds, 0.3% hits; in the data active means activation above about 18%;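 further: 0% = vehicle-treated cells and 100% = reference agonist; values of inactives mirror those of a sister screen read the other way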
LANA DNA inh: blocks KSHV LANA C-terminal domain binding to DNA; MBP-C-LANA/FAM-LBS DNA binding, fluorescence polarization; inhibition, % at 9 µM; 340,000 compounds, 0.078% hits; AID 504423;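 active means highest replicate inhibition at or above 60% at 9 µM, even if other replicates fall short; inactive means all replicates below 60% inhibition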;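 further: 0% = neutral control wells and 100% = 4 µM acridine orange control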
RTF Ca sens inh: cardiac RTF calcium desensitization | IANBD-labeled cardiac RTF, Ca2+ fluorescence | inhibition, % at 7.15 µM | 340,000 compounds, 0.12% hits | AID 493244;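 active means inhibition above the mean inhibition of all tested compounds plus 3 SD, cut at about 17% in these data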;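 further: assay run at fixed EC70 calcium of 1.6 mM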
V-ATPase pH: alters yeast V-ATPase proton transport | S. cerevisiae, pHLuorin cytosolic pH fluorescence | response, % at 10 µM | 350,000 compounds, 0.37% hits; in the data active means response mostly above about 7.3%, no sharp cut-off; inactive means mostly below about 5.4%; further: actives read high; inactives centre near 0; some compounds called inactive have numbers as strong as hits; reference of the scale not given here
cardiac RTF act: cardiac RTF calcium sensitization | 340,000 compounds, 0.24% hits | activation, % at 7.2 µM | IANBD-labeled TnC RTF fluorescence at EC20 calcium; 0% EC20 calcium, 100% full calcium | P19429+P45379;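 active means activation above the mean over all tested compounds plus 3 SD, cut at about 30% in these data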;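 further: rise in fluorescence read as greater calcium sensitivity of cardiac thin filaments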
Keap1 Nrf2 FP: Keap1-Nrf2 (human) interaction inhibition; Q14145; inhibition, % at 9.4 µM; Keap1 Kelch-Nrf2 peptide fluorescence polarization, 1536-well; 340,000 compounds, 0.15% hits; in the data active means inhibition above about 12%;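 further: human Keap1 Kelch domain with fluorescein labeled Nrf2 9mer peptide probe; 0% = neutral control wells and 100% = peptide positive control; higher means more block of Keap1 binding to Nrf2 peptide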
Target sequence (Q14145 whole entry, looked up, the tested form may be a part): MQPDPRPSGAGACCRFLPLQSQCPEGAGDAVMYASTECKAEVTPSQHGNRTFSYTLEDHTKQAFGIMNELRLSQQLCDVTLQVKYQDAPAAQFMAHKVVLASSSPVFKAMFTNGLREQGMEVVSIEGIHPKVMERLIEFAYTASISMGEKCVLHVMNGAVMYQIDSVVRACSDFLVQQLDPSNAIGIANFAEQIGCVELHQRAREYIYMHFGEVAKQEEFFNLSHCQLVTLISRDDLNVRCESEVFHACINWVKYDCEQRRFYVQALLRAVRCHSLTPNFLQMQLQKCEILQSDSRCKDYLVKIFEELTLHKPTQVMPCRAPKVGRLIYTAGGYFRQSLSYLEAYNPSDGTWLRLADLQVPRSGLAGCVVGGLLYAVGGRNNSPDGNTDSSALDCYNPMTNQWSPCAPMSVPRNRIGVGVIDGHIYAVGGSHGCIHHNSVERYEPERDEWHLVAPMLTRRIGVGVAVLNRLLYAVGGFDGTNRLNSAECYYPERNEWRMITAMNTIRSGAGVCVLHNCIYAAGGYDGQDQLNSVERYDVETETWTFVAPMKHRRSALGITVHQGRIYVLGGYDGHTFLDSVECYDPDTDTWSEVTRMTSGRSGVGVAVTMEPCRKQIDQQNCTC
* marks the source's active call; other numbers are inactive results; x = no result given.

#1 Cc1ccccc1Nc1nc(N)nc(CCl)n1
#2 O=C(Oc1ccc(C(=S)N2CCOCC2)cc1Br)c1ccccc1F
#3 COc1cccc(NS(=O)(=O)c2ccc3c(c2)NC(=O)C(C)C(=O)N3)c1 (configuration not stated)
#4 Cc1ccc(/C=N/NC(=O)c2ccc(Br)o2)s1
#5 Cc1cccc(CN2CCC(C(=O)Nc3cccc(-c4cccc(F)c4)c3)CC2)n1
#6 O=C(c1c(F)cccc1F)N1CCCC1
#7 O=S(=O)(c1ccc(-n2cnnn2)cc1)N1CCNCC1
#8 O=C(NC1CCCCC1)c1cccc2c1C(=O)c1ccc(N3CCC(Cc4ccccc4)CC3)cc1S2(=O)=O
Compound	1	2	3	4	5	6	7	8
CAL PDZ FP	x	0	x	-3	1	9	-4	-2
MOR-DOR inv ag	7	-3	7	3	-7	1	6	9
HTR5A ag	6	0	2	3	-3	3	1	13
HTR5A inv ag	-24	-8	-6	-8	-4	-9	-3	-36
MOR-DOR ag	-1.3	0.6	-1.2	-0.5	1.4	-0.2	-1.2	-1.5
LANA DNA inh	-7.1	-1.2	0.5	-0.5	-2.1	0.4	-0.4	7.7
RTF Ca sens inh	5	-4	-6	4	-8	-9	-17	-155
V-ATPase pH	0	5	3	-1	1	-2	-1	0
cardiac RTF act	-3	7	2	5	4	4	5	90*
Keap1 Nrf2 FP	2	-4	-4	-3	-4	-3	-4	-5

#9 Cc1ccc(CNC(=O)CCc2nnc3ccc(NCCCN4CCCC4=O)nn23)cc1
#10 Cn1c(=O)c(=O)n(C)c2cc(S(=O)(=O)N3CCC(Cc4ccccc4)CC3)ccc21
#11 O=C1Nc2c(c(=O)[nH]c(=O)n2-c2ccc(F)cc2)C1(NS(=O)(=O)c1ccccc1)C(F)(F)F (configuration not stated)
#12 O=C(NCc1ccccn1)C(=O)NCC1OCCN1S(=O)(=O)c1ccc(Cl)cc1 (configuration not stated)
#13 Fc1ccccc1Cn1nnc2c(NCCc3ccccn3)ncnc21
#14 O=[N+]([O-])c1ccc(COc2cccc(CN3CCCCC3)c2)cc1
#15 O=C1CC(N2CCN(c3ccc(Cl)cc3)CC2)C(=O)N1c1ccc(F)cc1 (configuration not stated)
#16 Cc1ccc(C(=O)Cn2nnc3c(sc4nc5c(c(-c6ccccc6)c43)CCC5)c2=O)cc1
Compound	9	10	11	12	13	14	15	16
CAL PDZ FP	-4	2	3	x	0	10	1	-3
MOR-DOR inv ag	4	18	16	15	14	-4	11	6
HTR5A ag	0	-1	2	5	0	-4	-4	-6
HTR5A inv ag	-24	6	-3	-16	-48	13	15	15
MOR-DOR ag	-0.7	-3.4	-2.9	-2.2	-2.6	0.9	-2.3	-1.1
LANA DNA inh	0.0	-1.4	-1.0	0.6	-2.2	-0.2	1.0	0.9
RTF Ca sens inh	-7	-6	-8	2	-6	-5	1	-9
V-ATPase pH	-1	5	-3	1	-3	0	-77	2
cardiac RTF act	-1	-2	1	0	3	-9	-5	3
Keap1 Nrf2 FP	-3	-5	1	-2	-2	-2	1	-2

#17 N/C(=N\OC(=O)c1cccc(Br)c1)c1ccccn1
#18 Cc1ccc(NC(=O)CSc2nc3[nH]ncc3c(=O)[nH]2)cc1
#19 Cc1ccc(C(=O)O)c(C(=O)Nc2nc(C)cs2)c1
#20 O=C(CCN1C(=O)/C(=C/c2ccccc2Cl)SC1=S)NC1CCS(=O)(=O)C1 (configuration not stated)
#21 S=C(NCc1ccco1)Nc1ccc(Br)cn1
#22 O=C(O)c1ccccc1C(=O)NCc1ccccc1
#23 CCN(CC)CC(O)COCCC12CC3CC(CC(C3)C1)C2 (configuration not stated)
#24 CCC1CCc2sc(C(=O)NNC(=O)c3ccncc3)cc2C1 (configuration not stated)
Compound	17	18	19	20	21	22	23	24
CAL PDZ FP	-10	-4	-2	0	-5	-1	-1	-8
MOR-DOR inv ag	-13	14	11	-5	-10	-5	-3	13
HTR5A ag	9	1	0	2	0	1	10	-1
HTR5A inv ag	-24	9	-1	-8	0	-14	-12	7
MOR-DOR ag	3.2	-2.3	-2.5	0.9	1.9	1.1	0.6	-2.0
LANA DNA inh	-1.0	-1.2	-1.4	0.3	0.9	-0.5	0.8	0.4
RTF Ca sens inh	0	-10	-9	0	-3	-2	-6	-12
V-ATPase pH	2	-4	1	2	-3	3	0	0
cardiac RTF act	7	4	7	-3	-1	4	0	-4
Keap1 Nrf2 FP	2	-1	0	3	-5	-5	2	2

#25 COC(=O)Nc1nnc(CCc2ccccc2)s1
#26 Cc1cc2nc(-c3cccnc3SCC(=O)NC(C)C)[nH]c2cc1C
#27 COC(=O)c1ccccc1NC(=O)CN1CCN(C(=O)c2ccco2)CC1
#28 O=C(Nc1cc2c(ccc3ccccc32)oc1=O)C1CCCCC1
#29 CC1(C)Cc2c(sc3c2c(=N)n(Cc2ccco2)c(=O)n3CC(=O)Nc2ccc(Cl)cc2)CO1
#30 CC1=CCC(C(=O)O)C(C(=O)NC2CCCCC2)C1 (configuration not stated)
#31 Fc1ccc(CN2CCCCCCC2)cc1F
#32 C=CC[C@@H](Cc1ccc(F)cc1)C(=O)OC[C@@H]1CCCN1C(=O)[C@H](CC=C)CC(=O)N(CCO)Cc1ccccc1
Compound	25	26	27	28	29	30	31	32
CAL PDZ FP	-3	x	4	-2	-4	-5	-5	0
MOR-DOR inv ag	7	4	-10	14	-4	7	5	-10
HTR5A ag	-6	0	4	1	3	-2	7	10
HTR5A inv ag	14	-16	-7	3	-9	5	-16	21
MOR-DOR ag	-1.6	-0.8	1.8	-2.4	0.8	-1.3	-1.0	1.7
LANA DNA inh	-2.7	1.4	0.0	0.2	-0.6	8.2	-0.8	-2.2
RTF Ca sens inh	2	-2	5	2	-5	-8	-5	-1
V-ATPase pH	4	-3	3	0	2	-1	0	1
cardiac RTF act	-3	-2	5	-1	-2	-6	0	-5
Keap1 Nrf2 FP	0	2	-2	-7	-6	-2	-2	3

#33 CCOc1ccc(NC(=S)N(CCc2c(C)[nH]c3ccc(C)cc23)Cc2ccncc2)cc1
#34 O=S(=O)(N1CCCCCC1)N1CCN(S(=O)(=O)N2CCOCC2)CC1
#35 N/C(=N\OC(=O)Cc1cccs1)c1ccccc1
#36 CCn1c(C)c(C(C)=O)c(N2CCN(c3ccccc3)CC2)nc1=S
#37 Oc1ccc(C=NN=C2c3ccccc3-c3ccccc32)c(O)c1
#38 CCOC(=O)c1oc2ccccc2c1COC(=O)CNC(=O)c1ccc(C)cc1
#39 O=[N+]([O-])c1ccc2n[nH]nc2c1
#40 COc1ccccc1OCCCn1c(=O)sc2ccccc21
Compound	33	34	35	36	37	38	39	40
CAL PDZ FP	x	-2	-8	1	0	1	-2	x
MOR-DOR inv ag	7	14	12	-2	5	2	8	2
HTR5A ag	5	0	1	5	-5	-6	-2	-6
HTR5A inv ag	-16	30	1	-6	20	16	6	13
MOR-DOR ag	-1.1	-3.4	-2.4	0.3	-1.2	-0.3	-1.4	-0.3
LANA DNA inh	0.4	-1.5	-0.5	1.8	1.9	0.3	0.7	0.3
RTF Ca sens inh	-5	6	4	-21	-3	-11	2	0
V-ATPase pH	-1	1	-4	0	2	-5	-3	-2
cardiac RTF act	2	-7	-2	10	-3	-6	4	-3
Keap1 Nrf2 FP	1	1	0	-7	2	1	-2	-2

#41 Cc1ccc(C(=O)NCCNS(C)(=O)=O)cc1
#42 Cc1c(C(=O)NN)nn(-c2ccc(F)cc2)c(=O)c1C#N
#43 COc1ccc(N=C2C(=Nc3ccc(OC)cc3)N(c3ccccc3)C(=S)N2C(=O)c2ccc(Cl)cc2)cc1
#44 CCCCNS(=O)(=O)c1ccc2nc(SCC(=O)Nc3ccccc3Cl)[nH]c2c1
#45 CCCOc1ccc(CSCCNC(=S)Nc2ccccc2)cc1
#46 Cc1[nH]n(-c2ccccc2)c(=O)c1N=Nc1cccc(C(=O)O)c1
#47 OC1(c2ccccc2)CNCCc2ccccc21 (configuration not stated)
#48 CCCOC(=O)c1ccc(NC(=O)c2cc(=O)[nH]c3ccccc23)cc1
Compound	41	42	43	44	45	46	47	48
CAL PDZ FP	-1	-4	-3	-1	-4	0	-1	-2
MOR-DOR inv ag	11	6	10	0	-28	12	11	14
HTR5A ag	-1	4	7	-2	4	0	4	2
HTR5A inv ag	1	-16	-19	-22	-12	-9	-13	-4
MOR-DOR ag	-2.2	-1.1	-2.3	-0.1	4.7	-2.4	-2.4	-2.7
LANA DNA inh	0.0	-0.8	0.7	0.6	-1.1	0.0	4.3	1.4
RTF Ca sens inh	-55	-1	-1	-5	0	1	-9	-6
V-ATPase pH	-2	-2	-2	0	3	-1	4	0
cardiac RTF act	3	1	-2	-6	-8	1	5	0
Keap1 Nrf2 FP	-7	-4	-6	-5	-4	-3	-3	1

Profiles, quoted from the list. Order of screens: CAL PDZ FP	MOR-DOR inv ag	HTR5A ag	HTR5A inv ag	MOR-DOR ag	LANA DNA inh	RTF Ca sens inh	V-ATPase pH	cardiac RTF act	Keap1 Nrf2 FP
Cc1c(C(=O)NN)nn(-c2ccc(F)cc2)c(=O)c1C#N is listed as -4	6	4	-16	-1.1	-0.8	-1	-2	1	-4
Cc1[nH]n(-c2ccccc2)c(=O)c1N=Nc1cccc(C(=O)O)c1 is listed as 0	12	0	-9	-2.4	0.0	1	-1	1	-3

New compounds follow.
#49 CCOc1ccc2nc(SCC(=O)NCC3CCCO3)sc2c1 (configuration not stated)
#50 CCN(CC)c1cc2nonc2c2nonc12
#51 O=C(CCl)NC(Cc1ccccc1)c1ccccc1 (configuration not stated)
#52 CN(C)S(=O)(=O)N1CCCC(C(=O)c2ccc(-c3ccccc3)cc2)C1 (configuration not stated)
#53 O=C(Nc1ccc(F)cc1)c1ccccc1CC[N+](=O)[O-]
#54 COC(=O)C1C(=O)c2c([nH]c(C(=O)OC3CCCCCC3)c2C)CC1C (configuration not stated)
Compound	49	50	51	52	53	54
CAL PDZ FP	x	-2	6	-1	-3	-2
MOR-DOR inv ag	17	-20	15	-7	10	-16
HTR5A ag	2	-5	0	0	0	-8
HTR5A inv ag	-9	-23	0	-3	-1	21
MOR-DOR ag	-3.1	3.6	-2.7	1.4	-1.9	3.1
LANA DNA inh	0.7	0.3	-1.0	0.4	-1.8	0.7
RTF Ca sens inh	1	-8	-5	-8	3	3
V-ATPase pH	-1	0	-1	0	-2	-1
cardiac RTF act	-2	4	-1	6	-1	-5
Keap1 Nrf2 FP	-2	-2	0	2	-6	1

Sorted by length of the SMILES (lowest first): some entries from above.
#50 CCN(CC)c1cc2nonc2c2nonc12
#47 OC1(c2ccccc2)CNCCc2ccccc21 (configuration not stated)
#53 O=C(Nc1ccc(F)cc1)c1ccccc1CC[N+](=O)[O-]
#48 CCCOC(=O)c1ccc(NC(=O)c2cc(=O)[nH]c3ccccc23)cc1
#52 CN(C)S(=O)(=O)N1CCCC(C(=O)c2ccc(-c3ccccc3)cc2)C1 (configuration not stated)
Compound	50	47	53	48	52
CAL PDZ FP	-2	-1	-3	-2	-1
MOR-DOR inv ag	-20	11	10	14	-7
HTR5A ag	-5	4	0	2	0
HTR5A inv ag	-23	-13	-1	-4	-3
MOR-DOR ag	3.6	-2.4	-1.9	-2.7	1.4
LANA DNA inh	0.3	4.3	-1.8	1.4	0.4
RTF Ca sens inh	-8	-9	3	-6	-8
V-ATPase pH	0	4	-2	0	0
cardiac RTF act	4	5	-1	0	6
Keap1 Nrf2 FP	-2	-3	-6	1	2
